# GPR151 activ = human GPR151 activation | activation, % at 11.2 µM | Q8TDV0 | PathHunter beta-arrestin GPR151 cells, luminescence | hit rate 1% among 650,000 | AID 1508602; in the data active = activation above about 4.9%;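 also: 0% = median of compound wells and 100% = cells with positive control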
# Target sequence (Q8TDV0 whole entry, looked up): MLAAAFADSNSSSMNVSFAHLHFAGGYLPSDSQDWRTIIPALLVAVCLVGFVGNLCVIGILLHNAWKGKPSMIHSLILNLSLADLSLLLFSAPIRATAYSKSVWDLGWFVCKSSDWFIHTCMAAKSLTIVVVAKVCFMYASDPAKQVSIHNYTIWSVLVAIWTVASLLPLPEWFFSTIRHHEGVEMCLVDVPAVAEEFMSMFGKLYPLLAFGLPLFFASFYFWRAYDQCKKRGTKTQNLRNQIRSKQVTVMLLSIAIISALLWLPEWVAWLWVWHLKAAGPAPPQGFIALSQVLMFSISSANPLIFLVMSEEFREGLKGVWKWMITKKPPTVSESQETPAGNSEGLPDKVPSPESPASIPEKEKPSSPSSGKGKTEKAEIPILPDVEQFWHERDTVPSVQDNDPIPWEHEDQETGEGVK
# MITF primary = blocks human microphthalmia-associated transcription factor; inhibition, % at 2.6 µM; O75030; AlphaScreen MITF homodimerization, bead proximity signal; hit rate 0.91% among 650,000; in the data active = inhibition above about 50%;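 also: 0% = vehicle wells with protein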
# Target sequence (O75030 whole entry, looked up): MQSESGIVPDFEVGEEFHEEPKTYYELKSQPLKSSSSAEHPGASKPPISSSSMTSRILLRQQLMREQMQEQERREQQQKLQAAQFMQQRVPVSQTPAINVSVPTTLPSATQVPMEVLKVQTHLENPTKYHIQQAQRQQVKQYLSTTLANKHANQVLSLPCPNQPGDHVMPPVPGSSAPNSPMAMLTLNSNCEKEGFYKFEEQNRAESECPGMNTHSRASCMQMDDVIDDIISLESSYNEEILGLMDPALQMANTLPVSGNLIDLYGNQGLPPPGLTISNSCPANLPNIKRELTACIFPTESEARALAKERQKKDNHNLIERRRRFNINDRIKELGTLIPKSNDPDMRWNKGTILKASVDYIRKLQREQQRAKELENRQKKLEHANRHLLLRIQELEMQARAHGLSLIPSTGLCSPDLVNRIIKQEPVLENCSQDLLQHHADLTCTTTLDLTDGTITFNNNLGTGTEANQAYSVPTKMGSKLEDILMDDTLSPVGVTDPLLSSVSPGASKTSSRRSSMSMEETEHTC
# FBW7 activator = activators of human E3 ligase FBW7. AlphaScreen FBW7–phospho-cyclin E peptide binding, activator screen. normalized activity (activation), % at 26.1 µM. hit rate 0.13% among 650,000. AID 1259310; in the data active = normalized activity above about 1.9%;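 also: purified mutant Fbw7 with reduced substrate affinity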
# TEAD-YAP inh = TEAD-YAP interaction inhibition; inhibition, % at 9.12 µM; AID 1259422; hit rate 1.4% among 640,000; HEK-TIYL cells, TEAD-Gal4/YAP UAS-luciferase luminescence; in the data active = inhibition above about 32%;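 also: 0% = median of test compound wells and 100% = reference inhibitor wells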
# Active calls of the source: *; & = joins results of further samples.
# Every second line gives: GPR151 activ	FBW7 activator	TEAD-YAP inh	MITF primary
COCC(C)Nc1ncnc2c1c(-c1ccccc1)cn2-c1ccccc1 (centres undefined)
  -0.1	0.8	-6	26
CCOC(=O)c1cc(Cc2ccccc2)sc1NC(=S)Nc1cnccn1
  -0.7	-0.2	-10	-6
Cc1nn(-c2ccc(Nc3ccc(NC(=O)c4c(F)cccc4F)cc3)nn2)c(C)c1C
  1.4	-0.1	-44	-12
CN(C)CC(O)COc1cccc(OCC(O)CN(C)C)c1 (centres undefined)
  0.7	1.4	13	6
NC(=O)COC(=O)c1ccc(Sc2ccc(Cl)cc2)c([N+](=O)[O-])c1
  0.6	0.1	11	3
CCN(Cc1ccccc1)C(=O)CCSCc1cccc(F)c1
  0.5	-0.1	-1	6
O=C(NCCc1nnc2n1CCN(Cc1ccc3c(c1)OCO3)CC2)C1CCC1
  0.6	0.0	3	7
CC(C)=CCCC1=CCC(C2Nc3ccccc3-c3nnc(SCc4ccccc4)nc3O2)C(C)C1 (centres undefined)
  -0.6	-0.1	-16	6
CC(=O)NCC1CCC2(CCN(Cc3cc(C)cc(C)c3)CC2)O1 (centres undefined)
  -1.5	0.2	15	14
COc1ccc(SCCC(=O)Nc2cc(Cl)ccc2Cl)cc1
  -0.9	-0.1	0	-21
Cc1ccc(C)n1NS(=O)(=O)c1ccccc1
  0.6	0.0	-2	-5
CCOc1ccccc1NC(=O)C1=C(C)NC(=O)NC1c1cccc([N+](=O)[O-])c1 (centres undefined)
  0.0	0.1	5	-3
O=C(NC(=S)Nc1cccc(-c2nc3ccccc3s2)c1)c1cc2ccccc2o1
  0.7	0.0	-11	-1
O=C1c2ccccc2C(=O)N1CCCCN(C(=O)c1ccc([N+](=O)[O-])cc1)c1ccc(Cl)cc1
  -1.6	-0.2	-10	1
O=C(Cc1ccccc1)N1CCC(c2nc3ccccc3[nH]2)CC1
  0.0	-0.2	-6	-1
CC#CCN1C(=O)NC(CCc2ccccc2)(C2CCN(C(=O)C(C)(C)O)CC2)C1=O (centres undefined)
  0.7	0.1	11	-1
COc1ccc(-n2cc(-c3ccccc3)c3c(N(C)C4CCCCC4)ncnc32)cc1
  0.4	0.0	2	2
CC(=O)c1ccc(N2CCN(C(=O)CCCn3c(=S)[nH]c4ccc(Br)cc4c3=O)CC2)cc1
  -1.5	0.1	-1	9
CCC(CC)COC(=O)C1=C(C)NC(=O)CC1c1ccccc1C (centres undefined)
  0.6	-0.1	8	2
O=C1N[C@@H](Cc2ccc(Cl)cc2)C(=O)N2C[C@@H](NCc3ccc4ncccc4c3)C[C@@H]12
  1.3	0.0	-8	-3
CNC(=S)NCC(c1ccco1)N1CCCCC1 (centres undefined)
  0.4	-0.2	-3	4
Nc1nc(NCCN2CCOCC2)cc(NC2CCN(Cc3ccccc3)CC2)n1
  0.2&-1.2	-0.1&-0.1	0&1	-13&2
Cc1noc(-c2ccc(NC(=O)COc3ccccc3F)cc2)n1
  0.6	0.0	-11	4
O=C(NCC1CCC2(CCN(Cc3ccc(F)cc3)CC2)O1)c1ccccc1 (centres undefined)
  0.6	0.1	6	-1
CCCS(=O)(=O)N1CCC(c2nnc(C(C)C)o2)CC1
  0.6	0.1	0	1
Cc1cccc(N2CCN(C(=O)CN3Cc4ccccc4C3=O)CC2)c1C
  1.2	-0.1	5	-8
Cc1ccc(-c2nc3ncccc3o2)cc1NC(=O)c1ccc(Br)cc1
  -0.5	0.0	-11	18
O=C(Cn1nc(-c2ccc(F)cc2)ccc1=O)NCc1ccco1
  0.2	-0.1	-3	3
CN(C)c1ccc(NC(=O)CSc2nnc(C3CC3)n2N)cc1
  -1.5	0.0	-7	19
CC(=O)c1cccc(NC(=O)C2CC(=O)N(c3ccc(C)cc3)C2)c1 (centres undefined)
  0.3	0.2	14	16
Cc1ccccc1NC(=S)N(CCCN1CCCCC1)Cc1cccs1
  -1.0	0.1	0	11
C[C@H]1NC(=O)[C@@H]2C[C@H](NCc3cccs3)CN2C1=O
  -0.2	0.1	-2	7
COc1ccc(NC(=O)CC2C(=O)N(C)C(=S)N2Cc2ccncc2)cc1 (centres undefined)
  0.9	-0.1	6	6
COc1cc(/C=N/N=C2/C(=O)Nc3ccccc32)cc(OC)c1O
  3.4	-0.1	2	-8
COc1ccc(/C=C2/NC(=O)NC2=O)cc1Cl
  1.1	0.3	-8	-7
COc1ccc(C(=O)Nc2ccc(-c3nc4ccccc4o3)c(O)c2)cc1OC
  -0.3	1.0	-8	10
O=C(NCc1cccc(C(F)(F)F)c1)c1csc(Nc2ccccc2)n1
  -0.4	0.2	-4	13
CC(=O)Nc1ccc(C2=N/C(=C/c3cc([N+](=O)[O-])ccc3Cl)C(=O)O2)cc1
  3.5	0.0	5	6
COc1cc(NC(=O)c2cccc(-n3cc(N(C)c4nnnn4-c4ccccc4)cn3)c2)ccc1N1CCOCC1
  1.1	-0.1	38*	1
CC1CCN(C(=O)C2CCN(S(=O)(=O)c3ccc4c(c3)OCC(=O)N4)CC2)CC1
  0.4	0.6	5	14
CNC(=O)CN1C(=O)/C(=C/c2ccccc2)Oc2ccc(C(C)(C)C)cc21
  -0.2	-0.1	1	-4
Cc1nc2ccccc2c(=O)n1-c1ccc(NC(=O)Cc2ccc(F)cc2)cc1
  0.0	0.0	1	0
O=C(c1ccc(Cl)cc1)N1CCN(c2cccc(Cl)c2)CC1
  0.2	1.2	2	0
COc1ccc(-c2cc(C(=O)NCCO)ccn2)cn1
  -0.1	0.0	-28	-2
N#CC1=C(N)OC2=C(C(=O)CC(c3ccccc3)C2)C12C(=O)Nc1ccc([N+](=O)[O-])cc12 (centres undefined)
  2.7	0.1	-3	4
CC(=O)c1ccc2c(c1)C1C=CCC1C(c1ccccc1)N2 (centres undefined)
  2.3	-0.2	-9	8
CCc1ccc(NC(=O)c2cc(S(=O)(=O)N3CCN(c4cccc(C)c4)C(C)C3)ccc2F)cc1 (centres undefined)
  0.6	-0.1	-14	-1
CC(C)C(=O)NCC(c1ccco1)N1CCOCC1 (centres undefined)
  0.6	0.1	0	16
Cn1cc(C(=O)C(=O)N2CCOCC2)c2ccccc21
  0.4	0.5	4	21
Cn1c(=O)n(CCOc2ccccc2)c2ccccc21
  -2.8	0.1	-63	6
Cc1ccc(C2CC(c3ccc(Br)cc3)=NN2C(=O)CSc2nnc(CNC(=O)c3cccc(F)c3)n2C)cc1 (centres undefined)
  -1.4	0.0	9	5
Clc1cc(N2CCOCC2)nc(N2CCOCC2)n1
  0.2	-0.2	-6	6
COc1ccccc1OCCOc1c(Cl)cc(Cl)cc1/C=N/n1cnnc1
  -0.4	0.3	-8	13
COc1ccc(C2Nc3ccccc3NC3=C2C(=O)CC(c2ccccc2Cl)C3)cc1O (centres undefined)
  -0.2	0.1	7	0
CN(c1ccc(C(=O)Nc2nncs2)cc1)S(=O)(=O)c1ccccc1
  2.7	0.2	-19	-4
CCOC(=O)CCc1nc2ccccc2n(Cc2ccc(Cl)cc2)c1=O
  -0.6	0.1	0	7
CCCN1C(=O)C2C(C(=O)Nc3ccc(C)c(C)c3)C3C=CC2(O3)C1C(=O)NC1CCCCC1 (centres undefined)
  -0.1	0.0	9	3
CSc1nnc(NC(=O)c2ccc(C)c(S(=O)(=O)N3CCOCC3)c2)s1
  -0.2	0.1	-8	-12
CCc1ccc(NC(=O)/C=C/c2ccco2)cc1
  -1.0	0.1	-62	19
CCOc1ccccc1C(=O)Nc1cccc(C(=O)Nc2ccccc2C(=O)O)c1
  -1.3	0.2	-5	41

# The results go on.
# Every second line gives: GPR151 activ	FBW7 activator	TEAD-YAP inh	MITF primary
CSc1ccc(C2CC(c3ccccc3)Nc3nnnn32)cc1 (centres undefined)
  3.6	-0.1	-3	2
COc1ccc(OC)c(N2C(=O)CCC2=O)c1
  0.5	0.2	-14	12
CCOc1ccc(S(=O)(=O)Nc2ccccc2F)c2cccnc12
  0.4	-0.1	0	-2
CCOC(=O)c1c(NC(=O)c2cc3c(C)nn(-c4ccccc4)c3s2)sc2c1CCCC2
  -0.1	0.1	-10	-4
NC(=O)c1ccccc1Nc1nc(Nc2ccc(Cl)cc2)ncc1Cl
  1.4	0.1	11	2
COc1ccc(CN2CCN(Cc3cc(OC)c(OC)cc3[N+](=O)[O-])CC2)c(OC)c1
  0.1	-0.1	2	80*
CC(C)CCNC(=O)C(c1ccc(F)cc1)N(C(=O)Cn1nnc2ccccc21)C1CC1 (centres undefined)
  -1.1	0.0	10	1
Cc1c(C(=O)Nc2ccc(S(N)(=O)=O)cc2)oc2ccccc12
  0.2	0.0	1	11
CC1=NN(C(N)=S)C(=O)C1N=Nc1cccc2ccccc12 (centres undefined)
  -0.4	0.5	-11	9
COc1ccc(N(CC(=O)NCC2CCCO2)C(=O)CCC(=O)Nc2ccccn2)cc1 (centres undefined)
  -0.4	-0.1	-3	17
Cc1ccc(-n2c(-c3ccc(F)cc3)nc(=S)c3c2CCCC3)cc1
  0.0	0.9	-2	25
O=C(c1ccc(Cl)cc1[N+](=O)[O-])N1CCCCC1
  -1.0	0.0	2	-16
O=C(O)CNS(=O)(=O)c1cccc(Br)c1
  -3.0	0.4	-2	15
COc1ccc(-c2oc3ncn4nc(-c5ccc(Cl)cc5Cl)nc4c3c2-c2ccc(OC)cc2)cc1
  0.5	-0.3	-6	-8
CC(C)CNC(=O)c1cn(C2CCCN(C(=O)c3ccc(-c4ccccc4)[nH]c3=O)C2)nn1 (centres undefined)
  0.4	0.1	6	14
COc1ccc(NC(=O)CSc2nc(=O)n(CCN(C)C)c3c2CCC3)cc1
  -2.3	0.1	-7	-9
COc1ccccc1NC(=O)CSc1nc2cc3c(cc2cc1C#N)OCO3
  -1.1	-0.1	3	-9
COc1ccc(N=S2CC(C)=C(C)CN2S(=O)(=O)c2ccccc2)cc1 (centres undefined)
  3.7	0.1	-16	-13
COc1cccc2sc(=NC(=O)c3ccc(C)c(C)c3)n(C)c12
  1.3	0.1	-8	-16
O=C(CCc1ccccc1)Nc1ccccn1
  -0.1	0.2	-28	4
COc1ccc(C2=NN(C(=O)CSc3nnc(CNC(=O)c4ccccc4F)n3C)C(c3ccc(OC)cc3)C2)cc1 (centres undefined)
  -0.4	-0.1	3	-3
Cc1onc(-c2ccccc2)c1C(=O)Nc1sc2c(c1C(N)=O)CCC(C)C2 (centres undefined)
  0.1	0.1	4	21
C=C(C)CN(CC)C(=O)CC1(c2ccccc2F)CC(=O)N(CCN(C)C)C1=O (centres undefined)
  0.4	-0.3	-3	-21
COCCN(Cc1cc2ccc(C)cc2[nH]c1=O)C(=O)c1ccccc1F
  -0.1	0.7	8	16
O=C(Nc1ccc(Br)cc1F)c1ccc([N+](=O)[O-])o1
  -0.1	-0.1	-16	-7
Cc1n[nH]c(C)c1S(=O)(=O)N1CCCC(C(=O)Nc2ccc(Br)cc2)C1 (centres undefined)
  -0.9	-0.1	16	-1
Nc1c(C(=O)NCc2ccccc2)sc(=S)n1-c1cccc(C(F)(F)F)c1
  1.0	0.0	6	-2
COc1ccc(Cl)c2sc(NC(=O)c3ccc4c(c3)OCCO4)nc12
  -0.7	-0.1	-16	-4
COc1cc(Br)cc(CN2CC(C)CC(C)C2)c1O (centres undefined)
  1.4	0.0	-7	4
CC(C)CC(NC(=O)CC12CC3CC(CC(C3)C1)C2)C(=O)O (centres undefined)
  1.1	-0.1	-2	-5
C/C(N)=C(/C#N)C(=O)COC(=O)C1CCC(C(C)(C)C)CC1 (centres undefined)
  0.8	0.1	-2	-16

# Compounds listed so far containing an aryl thioether with sulfur outside any ring:
# Every second line gives: GPR151 activ	FBW7 activator	TEAD-YAP inh	MITF primary
NC(=O)COC(=O)c1ccc(Sc2ccc(Cl)cc2)c([N+](=O)[O-])c1
  0.6	0.1	11	3
CC(C)=CCCC1=CCC(C2Nc3ccccc3-c3nnc(SCc4ccccc4)nc3O2)C(C)C1 (centres undefined)
  -0.6	-0.1	-16	6
COc1ccc(SCCC(=O)Nc2cc(Cl)ccc2Cl)cc1
  -0.9	-0.1	0	-21
CN(C)c1ccc(NC(=O)CSc2nnc(C3CC3)n2N)cc1
  -1.5	0.0	-7	19
Cc1ccc(C2CC(c3ccc(Br)cc3)=NN2C(=O)CSc2nnc(CNC(=O)c3cccc(F)c3)n2C)cc1 (centres undefined)
  -1.4	0.0	9	5
CSc1nnc(NC(=O)c2ccc(C)c(S(=O)(=O)N3CCOCC3)c2)s1
  -0.2	0.1	-8	-12
CSc1ccc(C2CC(c3ccccc3)Nc3nnnn32)cc1 (centres undefined)
  3.6	-0.1	-3	2
COc1ccc(NC(=O)CSc2nc(=O)n(CCN(C)C)c3c2CCC3)cc1
  -2.3	0.1	-7	-9
COc1ccccc1NC(=O)CSc1nc2cc3c(cc2cc1C#N)OCO3
  -1.1	-0.1	3	-9
COc1ccc(C2=NN(C(=O)CSc3nnc(CNC(=O)c4ccccc4F)n3C)C(c3ccc(OC)cc3)C2)cc1 (centres undefined)
  -0.4	-0.1	3	-3

# Source: PubChem
